# CatB mix inh: cathepsin B inhibitors from pooled compounds, primary screen, biochemical, compound mixtures, AMC fluorescence; P07858; Purified cathepsin B, AMC dipeptide fluorescence; inhibition, %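 (ten-compound pools at 5 µM per compound and 50 µM total)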; 62,000 compounds, 0.06% hits; AID 488, 2006; in the data active means inhibition above about 22%, passing the limit was not always enough; inconclusive means no clear call, values can overlap the other calls;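 further: 0% = enzyme without compound and 100% = no enzyme blank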
# C1s block: complement C1s protease inhibitors, primary screen, biochemical, 10-compound mixtures; Complement C1s subcomponent (Homo sapiens), P09871; purified C1s, fluorogenic AMC substrate, pooled mixtures; mean inhibition % of two 10-compound mixtures (stronger effect = higher value), % at 5 µM (by protocol); 62,000 compounds, 0.16% hits; AID 538, 2006;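 active means inhibition above 20% in each of the two 10-compound mixture wells holding the compound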;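 further: 0% = enzyme wells lacking compound mixture and 100% = no-enzyme blank wells; some compounds called inactive have numbers as strong as hits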
# Target sequence (P09871 16-437 limits assumed): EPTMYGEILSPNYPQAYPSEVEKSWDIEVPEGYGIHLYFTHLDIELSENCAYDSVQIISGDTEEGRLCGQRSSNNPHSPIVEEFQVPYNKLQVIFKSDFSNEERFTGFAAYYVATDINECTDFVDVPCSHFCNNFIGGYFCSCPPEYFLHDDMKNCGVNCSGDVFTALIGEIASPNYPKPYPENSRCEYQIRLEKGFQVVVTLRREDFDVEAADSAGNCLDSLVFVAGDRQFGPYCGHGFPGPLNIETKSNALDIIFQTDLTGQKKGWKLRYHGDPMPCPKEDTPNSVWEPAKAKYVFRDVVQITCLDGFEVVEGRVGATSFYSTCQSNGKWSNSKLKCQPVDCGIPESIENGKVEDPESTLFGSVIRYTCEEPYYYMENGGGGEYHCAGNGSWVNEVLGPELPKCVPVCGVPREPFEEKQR
# Target sequence (P09871 438-688 limits assumed): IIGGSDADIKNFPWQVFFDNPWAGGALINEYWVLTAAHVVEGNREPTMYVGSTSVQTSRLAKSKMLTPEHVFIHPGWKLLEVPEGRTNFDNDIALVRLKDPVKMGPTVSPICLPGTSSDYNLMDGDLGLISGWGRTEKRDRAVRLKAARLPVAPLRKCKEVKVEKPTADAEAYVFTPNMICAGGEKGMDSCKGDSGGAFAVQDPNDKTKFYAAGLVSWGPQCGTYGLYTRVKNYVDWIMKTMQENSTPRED
# FXIIa inh mix: human factor XIIa inhibitors, primary screen, biochemical, pooled compound mixtures, fluorogenic substrate. AID 684, 2007. 62,000 compounds, 0.2% hits. inhibition, % at 5 µM. Coagulation factor XII (Homo sapiens), P00748. purified FXIIa;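 further: 0% = enzyme without compound and 100% = no enzyme blank; some results filed as inactive read as strong as hits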
# CatS inh: inhibitors of human cathepsin S, biochemical, compound mixtures; P25774; recombinant cathepsin S, AMC dipeptide fluorescence, pooled mixtures; inhibition, %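 (tested at 5 µM per compound within 10-compound mixtures)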; 62,000 compounds, 0.06% hits; AID 501, 2006; in the data active means inhibition above about 32%, passing the limit was not always enough; inconclusive means no clear call, values can overlap the other calls;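 further: 0% = enzyme without compound and 100% = blank without enzyme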
# CatG inh: human cathepsin G inhibitors, primary screen, biochemical, pooled compound mixtures, AMC fluorescence. P08311. purified enzyme, AMC-tetrapeptide fluorescence. 62,000 compounds, 0.2% hits. inhibition, % at 5 µM (by protocol). AID 581, 2007;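 active means inhibition above 20% in each of the two mixture wells holding the compound; inactive means inhibition of 20% or less in either well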;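 further: 0% = enzyme control without mixture and 100% = blank lacking enzyme; strong numbers were not always called active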
# Target sequence (P08311 21-244 limits assumed): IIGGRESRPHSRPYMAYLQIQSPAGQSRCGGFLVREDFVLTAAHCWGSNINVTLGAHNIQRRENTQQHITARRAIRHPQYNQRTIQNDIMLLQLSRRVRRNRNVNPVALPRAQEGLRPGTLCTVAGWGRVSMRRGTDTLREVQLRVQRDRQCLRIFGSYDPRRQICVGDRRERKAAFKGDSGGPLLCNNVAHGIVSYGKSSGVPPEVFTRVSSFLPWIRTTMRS
# CatL block: inhibitors of human cathepsin L, biochemical | Procathepsin L (Homo sapiens), P07711 | purified cathepsin L, fluorogenic substrate, fluorescence | inhibition, %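 (tested at 10 µM)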 | 58,000 compounds, 0.17% hits; in the data active means inhibition above about 45%;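 further: 0% = enzyme with no compound and 100% = no enzyme blank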
# Abs 340nm: compound light absorbance at 340 nm, profiling panel, artefact control, biochemical, MLSMR library, data from PS, PMK, MK assays | compound absorbance at 340 nm, fold over control | fold change at 10 µM | 65,000 tested, under 10 active | AID 708, 2007;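 active means at 10 µM dose, initial 340 nm absorbance at least 2 fold that of control wells; inactive means change under 2 fold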;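 further: initial absorbance extrapolated from kinetic A340 decline of NADH oxidation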
# FXIa inh mix: FXIa protease inhibitors in compound pools, primary screen, biochemical, 10-compound mixtures; Coagulation factor XI (Homo sapiens), P03951; purified FXIa, fluorogenic substrate, pooled mixtures; inhibition, % at 5 µM; 62,000 compounds, 0.19% hits; AID 680, 2007;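 further: each value is inhibition by a whole ten-compound pool holding the compound; 0% = enzyme with no mixture and 100% = wells lacking enzyme; strong numbers were not always called active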
# CatB block: human cathepsin B inhibitors, primary screen, biochemical, fluorogenic substrate; P07858; purified cathepsin B, fluorescence; inhibition, %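 (tested at 10 µM)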; 63,000 compounds, 0.1% hits; in the data active means inhibition above about 21%;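 further: 0% = enzyme with no compound and 100% = no enzyme blank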
# Active calls of the source: *; ? = inconclusive; . = no result given. Unless noted, no stated cut-off is given here; in the data, active means inhibition above about 20% (passing the limit was not always enough); inactive means the rest.
SMILES,CatB mix inh,C1s block,FXIIa inh mix,CatS inh,CatG inh,CatL block,Abs 340nm,FXIa inh mix,CatB block
CNC(=O)c1nnn(-c2ccccc2)c1C(=O)NC,6,-1,3,-1,-1,0,1,2,-1
CCOC(=O)C(C)Sc1nc2ccccc2c(=O)n1CC (stereo not given),-1,-14,4,-5,-6,.,1,9,1
Cc1cc(C)c(S(=O)(=O)NCc2cn3c(C)csc3n2)c(C)c1,6,28,-1,-3,25,0,0.99,40,1
COc1ccc(C2C(C(=O)NCc3ccccc3)=C(C)Nc3ncnn32)cc1OC (stereo not given),0,-10,3,18,-1,12,1,1,2
Cc1oc2c(CN3CCCC3)c(O)ccc2c(=O)c1-c1ccc(Cl)cc1,4,-3,28,5,9,-81,1.1,5,4
Cc1cc(C)c(OCC(=O)Nc2ccc3c(c2)OCO3)cc1C,4,-8,4,1,-2,7,1,0,2
COc1ccc2cc(CN(CC3COCCO3)S(=O)(=O)c3ccc(Cl)cc3)c(=O)[nH]c2c1 (stereo not given),2,-1,-2,-2,7,-1,1.1,1,-1
Cc1ccccc1Cn1cc(NC(=O)c2cc(-c3cccs3)on2)cn1,-1,14,3,5,12,25,0.99,3,6
COc1cc(C2NC(=O)NC(C)=C2C(=O)OC(C)(C)C)ccc1OCC(N)=O (stereo not given),2,-5,6,-2,-3,-13,1.1,2,3
CN(C(=O)c1cccc(C#N)c1)c1nnc(C2CCOC2)s1 (stereo not given),-5,-21,2,3,-5,-2,1,0,-1
Cc1onc(-c2ccccc2)c1C(=O)N1CCN(S(=O)(=O)c2ccc3c(c2)OCCO3)CC1,6,-24,-17,0,0,6,0.98,6,-4
CCOC(=O)CSc1nnc(CNC(=O)c2cccs2)n1-c1cccc(C)c1,-6,1,2,1,0,0,0.98,-1,-1
COc1ccc(O)c(C(=O)c2cc(C#N)c(=O)n(-c3c(C)n(C)n(-c4ccccc4)c3=O)c2)c1,3,18,16,12,11,.,1.1,8,2
COc1ccc(OC)c(S(=O)(=O)n2nnc3ccccc32)c1,-1,6,-4,2,3,19,1,13,-3
Cc1ccc(NC(=O)CN(C)S(=O)(=O)c2cccc3nsnc23)cc1Cl,8,20,-1,?,7,1,1,9,3
CCn1cc(C(=O)Nc2cccc(NC(C)=O)c2)c2cc(OC)c(OC)cc2c1=O,-1,1,9,-5,-2,1,1,1,2
CC1(C)NC(=O)N(CC(O)COc2ccc(N3C(=O)c4ccccc4C3=O)cc2)C1=O (stereo not given),0,-2,9,1,1,9,1,9,2
O=C(O)C1C2C=CC3(CN(c4cccc(C(F)(F)F)c4)C(=O)C13)O2 (stereo not given),-8,4,-18,6,6,4,1.1,-2,-5
COCC(C)N=CC1=C(O)CC(C)(C)CC1=O (stereo not given),8,27,3,16,24,15,0.95,24,0
COc1ccc(C2C3=C(CC(C)(C)CC3=O)Oc3ncn4nc(-c5cccnc5)nc4c32)cc1OC (stereo not given),2,11,10,-11,11,-4,1,8,3
CCc1ccccc1NC(=O)N[C@@H](C)C(=O)OC,-3,-4,5,0,-3,9,1,4,-3
CC(NC(=O)C1CCN(c2nnc(-n3cccc3)s2)CC1)C12CC3CC(CC(C3)C1)C2 (stereo not given),-4,-4,-1,3,0,1,0.98,0,2
CC(C)(C)c1ccc(OCC(=O)N2CCN(C=O)CC2)cc1,-9,-5,5,-3,8,.,1,-3,4
COc1ccc(-c2[nH]ncc2-c2cnc(C)s2)c(O)c1,2,15,1,-4,10,2,1,5,1
CCC(Sc1nc(C)cc(=O)[nH]1)C(=O)Nc1sc2c(c1C#N)CCCC2 (stereo not given),-1,15,6,9,9,10,1,0,1
COC(=O)[C@@H](NC(=O)NCc1ccccc1Cl)C(C)C,2,-7,8,-3,-7,3,0.97,-4,3
Cc1ccc(-n2nc(C)c3cc(C(=O)O)sc32)cc1,10,-7,15,14,2,0,1.1,19,-2
Nc1nnc(CCCCc2cccs2)o1,0,12,0,1,8,39,1,1,4
Cc1c(C=NCCOCc2ccccc2)cnn1C,3,3,-12,-5,9,15,0.99,3,5
COc1ccccc1N1C(=O)CC(N2CCc3ccccc32)C1=O (stereo not given),5,-5,-21,2,7,8,1.1,1,3
Cc1cc(C)nc(NS(=O)(=O)c2ccc(Br)s2)c1,3,17,-17,1,10,16,1,14,0
COc1cccc(C(=O)CSc2nnnn2C)c1,0,-32,15,16,-4,1,1,-3,8
C(=C\c1ccccc1)/CSc1nnc(-c2ccccn2)n1Cc1ccco1,0,-151,3,-4,-20,-1,1,-17,-2
COc1ccc(N2CCN(C(=O)CSc3nnc(-c4cc5ccccc5cc4O)n3C)CC2)cc1,5,10,7,13,11,18,0.98,13,1
CCOC(=O)C1=C(C)N=c2s/c(=C\c3ccncc3)c(=O)n2C1c1ccc2c(c1)OCO2 (stereo not given),2,13,13,-1,8,7,1.1,1,2
O=S(=O)(c1cccc(-c2nnc(-c3ccc(Br)cc3)o2)c1)N1CCCCCC1,4,18,11,-5,9,.,1.1,7,2
COc1ccc(CC(=O)Nc2c3c(nn2-c2cccc(C)c2C)CS(=O)C3)cc1OC (stereo not given),1,-7,-1,-7,6,-11,0.99,7,-1
Cc1sc2nc(SCC(=O)NCCOCCO)n(C)c(=O)c2c1C,2,-5,6,-11,5,.,1.1,5,6
O=C(NCC1CCCO1)c1ccc2c(=O)n(CCc3ccccc3)c(=O)[nH]c2c1 (stereo not given),1,1,6,-1,2,-5,1.1,9,4
Cc1cc(C(=O)OCC(=O)Nc2ccc(F)cc2)c(C)o1,2,-5,6,10,-5,16,1.1,8,4
c1csc(-c2cnc3ccccc3n2)c1,8,-18,5,14,10,-181,1,4,-1
COc1cccc2c(C)c(C(=O)O)[nH]c12,-8,-107,-15,-19,-5,-7,1,-18,-1
COc1ccc(OC)c(C(C)NC(C)=O)c1 (stereo not given),0,-28,-17,-10,-10,3,1,-1,0
CCN(CC)c1ccc(NC(=O)c2nc3nc(C)cc(C(F)F)n3n2)cc1,7,17,-7,10,15,12,1,9,8
COc1ccc(-c2nnc3ccc(SCC(=O)NCc4ccco4)nn23)cc1,-2,-5,-4,-6,-2,-6,1,8,-4
COc1ccccc1Cn1c(=S)[nH]c2cc(C(=O)NCCN3CCOCC3)ccc2c1=O,5,1,10,6,1,3,1.1,7,1
CC(=O)Nc1c(C(=O)NCc2ccccc2)nnn1Cc1ccccc1,-3,-8,-13,-6,-7,.,1,4,1
CC(C)OC(=O)CSc1nc(N)c(C#N)c(-c2cccs2)c1C#N,-2,-9,-19,-3,-2,.,1.1,-2,.
Cc1ccc2nc(NC(=O)CN(C)S(=O)(=O)c3ccc(Br)s3)sc2c1,26,0,-4,1,-2,-8,1,13,4
COc1cccc(-c2nc(CS(=O)CC(=O)NC3CC3)c(C)o2)c1 (stereo not given),1,4,-5,-3,0,.,1.1,13,-1
O=c1cc(-c2ccccc2)nc2nc(-c3ccco3)[nH]n12,-5,-7,-14,-3,-2,-4,1.1,4,-5
CSC1=NCCN1C(=O)Cc1ccc(F)cc1,3,15,-3,26,9,-9,1.1,6,2
O=C(COC(=O)c1cccnc1Nc1ccccc1F)NCc1ccc2c(c1)OCO2,6,-28,6,18,2,6,1,11,5
Brc1c(CSc2nncn2-c2ccccc2)nc2ncccn12,-3,-13,15,6,-9,-23,1.1,1,-3
CCOc1ccc(NC(=O)c2cccc3c2C(=O)N(Cc2cccnc2)C3)cc1,0,12,7,6,8,21,1,6,3
CCOc1ccc(S(=O)(=O)n2nnc3ccccc32)cc1C(C)C,4,8,10,2,8,8,1,5,8
COc1ccc(N2CCN(CCNC(=O)C3CC(=O)N(C4CCCC4)C3)CC2)cc1 (stereo not given),8,13,3,16,11,9,1,5,5
O=C(O)CCNC(=O)c1ccccc1,1,-37,14,-9,-16,28,0.99,-5,4
CCCc1ccc(C(=O)CCC(=O)O)cc1,-2,-70,9,-3,-7,.,1,-3,0
O=C(CCCNS(=O)(=O)c1cccs1)N1CCc2ccccc2C1,7,10,9,-2,8,-10,1,11,0
# (further entries)
SMILES,CatB mix inh,C1s block,FXIIa inh mix,CatS inh,CatG inh,CatL block,Abs 340nm,FXIa inh mix,CatB block
COCC(=O)N(C)c1nnc(-c2cnccn2)s1,0,0,4,0,-1,5,1,2,-1
COc1cc(NC(=O)c2cc3ccccc3o2)c(OC)cc1Br,-4,-5,2,-4,-2,-17,1.1,7,0
CCN(CC)S(=O)(=O)c1ccc2c(c1)c(=O)c(C(=O)NCCOC)cn2C,-8,-36,8,10,7,3,1,-9,-1
CCSc1nnc(NC(=O)C(CC)(C(F)(F)F)C(F)(F)F)s1,23,-22,4,?,7,3,1,4,-1
NS(=O)(=O)c1ccc(NCc2c(F)cccc2Cl)cc1,6,-10,2,6,3,-1,0.99,8,-4
Cc1cccc(C(=O)Nc2cc(=O)n(C)c(=O)n2C)c1,-1,1,11,-6,2,-8,1,8,-2
CCn1cc(C(=O)NC2CCCCCC2)c(=O)c2cc(S(=O)(=O)N3CCCCC3)ccc21,4,8,-7,-2,8,.,1.1,9,0
Cn1c(CN2CCOCC2)nnc1SCC(=O)NCCc1ccccc1,-2,4,9,-9,7,-3,0.98,3,3
COn1c(=O)c(-c2ccc(Cl)cc2)[n+]([O-])c2ccccc21,6,4,4,4,3,13,1.1,10,-3
CCN(CC(=O)NCc1ccc(F)cc1)CC(O)COCc1cccc(OC)c1 (stereo not given),1,-6,1,5,-3,-4,0.97,-4,-2
COc1ccc(CC(=O)OCC(=O)Nc2c(C)n(C)n(-c3ccccc3)c2=O)cc1,4,13,-1,-1,11,.,1.1,6,2
Cc1ccc(N2CCN(CCc3nc4cc(NS(C)(=O)=O)ccc4n3C)CC2)cc1,3,-4,3,8,-2,12,0.98,9,2
Cc1ccc(NC(=O)c2nnn(-c3cc(C)cc(C)c3)c2N)cc1,3,1,-2,0,38,3,1,25,2
CC(=O)OCC(=O)NCc1ccc2c(c1)OCO2,3,4,10,14,-1,.,1,6,0
CCOC(=O)c1ccc(NC(=O)C23CCC(C)(C(=O)O2)C3(C)C)cc1 (stereo not given),0,-19,12,-8,-3,.,1.1,1,0
CCOC(=O)CC1=CC(=O)Nc2ccccc2N1,2,9,2,-5,8,-12,1,9,-3
COc1cccc(C2C(C(=O)c3cc4ccccc4o3)=C(O)C(=O)N2CCN(C)C)c1OC (stereo not given),1,-17,5,-13,8,13,1,2,-1
Cc1ccc(S(=O)(=O)Nc2ccc(C(=O)Nc3cc(C)on3)cc2)cc1,4,-30,1,1,0,.,1,-1,-4
Cc1ccc(OC(=O)CCc2c(C)nc3ncnn3c2C)cc1,1,-8,1,10,-7,6,0.99,-4,2
O=C1c2ccccc2C(=O)N1CCCCSc1nnc2ccccn12,-1,-48,0,-7,-7,9,1,6,-1
O=C(CC1(O)C(=O)Nc2ccccc21)c1ccc2c(c1)OCO2 (stereo not given),6,7,4,2,13,-3,0.98,1,5
C=CCn1c(SCC(=O)Nc2ccc3c(c2)OCO3)nnc1-c1cc(Br)ccc1O,-2,-89,-9,-10,-3,-6,1,-9,5

# From PubChem

# Only part of the results is shown; rates above refer to the full screens.
